Assay outcomes: PubChem BioAssay, several laboratories
SIAE primary = inhibitors of human sialic acid acetylesterase SIAE. Q9HAT2. SIAE FP-Rh probe binding, fluorescence polarization. inhibition, % at 9.66 µM. hit rate 0.69% among 370,000;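 active = inhibition above a cutoff: mean of compounds within the control limits plus 3 SD of those, cut at about 17% in these data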;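 note: 0% = plate median of compound wells and 100% = probe without SIAE protein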
HTRA1 inh = inhibitors of human serine peptidase HTRA1; Q92743; recombinant HTRA1, FP-rhodamine activity-based probe, fluorescence polarization; inhibition, % at 5.96 µM; hit rate 0.5% among 340,000; AID 504803; in the data active = inhibition above about 36%;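 note: 0% = enzyme with DMSO and 100% = wells lacking enzyme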
Target sequence (Q92743 whole entry, looked up): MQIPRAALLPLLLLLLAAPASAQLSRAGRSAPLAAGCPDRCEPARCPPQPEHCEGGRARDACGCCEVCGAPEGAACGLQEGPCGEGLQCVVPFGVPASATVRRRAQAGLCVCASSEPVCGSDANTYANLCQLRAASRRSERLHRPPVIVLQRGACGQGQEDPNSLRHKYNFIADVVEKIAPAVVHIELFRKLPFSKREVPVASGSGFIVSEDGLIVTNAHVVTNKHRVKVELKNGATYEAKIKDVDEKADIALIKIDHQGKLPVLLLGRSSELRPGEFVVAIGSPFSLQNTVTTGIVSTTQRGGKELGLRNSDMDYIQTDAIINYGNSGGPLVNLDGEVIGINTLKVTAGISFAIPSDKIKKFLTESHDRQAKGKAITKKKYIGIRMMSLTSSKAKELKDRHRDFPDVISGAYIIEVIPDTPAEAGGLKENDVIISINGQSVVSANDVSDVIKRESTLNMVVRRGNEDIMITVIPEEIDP
NPR2 activator = GC-B (human) receptor activation; HEK293-GC-B cells, CNP EC30, cGMP TR-FRET; 0% at EC30 CNP, 100% saturating CNP; activation, % at 10 µM; AID 1920062; hit rate 0.11% among 370,000;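 active = activation at 10 µM reaching about 35% in either raw or pattern-adjusted values, limit read from the data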
rCAG binder = binds r(CAG) RNA repeats; r(CAG) RNA repeat, TO-PRO-1 dye displacement fluorescence; hit rate 1.3% among 370,000; inhibition, % at 3 µM;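 active = inhibition above the plate cutoff, the mean of all test compounds on that plate plus 3 SD, cut at about 35% in these data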;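 note: 0% = DMSO alone and 100% = 100 µM mitoxantrone as full dye displacement; higher means more dye released from RNA so lower well fluorescence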
MBD2 inh = inhibitors of human MBD2 binding to methylated oligonucleotide; Q9UBB5; TR-FRET; inhibition, % at 4.4 µM; hit rate 0.31% among 370,000; in the data active = inhibition above about 13%
mABHD4 FP = inhibitors of mouse ABHD4 | Q8VD66 | purified mABHD4, FP-Rh probe fluorescence polarization | inhibition, % at 8.92 µM | hit rate 0.54% among 370,000;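 active = inhibition exceeding the mean over every tested compound plus 3 SD, cut at about 30% in these data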;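 note: 0% = plate median of compound wells and 100% = S159A mutant with DMSO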
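Assay system: mABHD4 protein; medium: HEPES pH 7.0, NaCl, Pluronic buffer; dosing: 8.92 µM, single dose; schedule: 45 min + 60 min at 25 °C; signal: FP readout, ex 525 nm / em 598 nm; read-out: normalized percent inhibition of probe labeling; repeats: single replicate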
TCR CD3 inh = human TCR-CD3 binding inhibition; TAMRA-labeled TCR probe fluorescence, biochemical; inhibition, % at 9.4 µM; hit rate 0.37% among 360,000; AID 651800; in the data active = inhibition above about 19%;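 note: recombinant mutant TCR 2C K166C tagged with TAMRA read by polarization; 0% = receptor in buffer alone and 100% = receptor with positive control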
PRMT1 FP inh = blocks human protein arginine methyltransferase 1. Q99873. recombinant PRMT1, activity-based probe fluorescence polarization. inhibition, % at 2.79 µM. hit rate 1.3% among 370,000. AID 652257;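 active = inhibition above about 21% made by adding two undisclosed values, limit read from the data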
LEDGF integ inh = blocks HIV-1 LEDGF/p75-dependent DNA integration; inhibition, % at 3.7 µM; hit rate 0.64% among 370,000; TR-FRET IN-LEDGF/p75 DNA integration, Eu/Cy5;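 active = inhibition above the screen-wide mean plus 3 SD, cut at about 13% in these data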;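 note: signal is the Cy5 over europium emission ratio at 671 and 618 nm; 0% = plate median of compound wells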
TDP2 absorb = blocks human TDP2 phosphodiesterase activity. recombinant TDP2, T5PNP hydrolysis, p-nitrophenol absorbance 415 nm. inhibition, % at 12.8 µM. hit rate 0.34% among 370,000;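 active = inhibition above the mean of all tested compounds plus 3 SD, set per campaign, cut at about 25% in these data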;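 note: 0% = DMSO with enzyme and 100% = buffer with substrate but no TDP2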
Target sequence (O95551 whole entry, looked up): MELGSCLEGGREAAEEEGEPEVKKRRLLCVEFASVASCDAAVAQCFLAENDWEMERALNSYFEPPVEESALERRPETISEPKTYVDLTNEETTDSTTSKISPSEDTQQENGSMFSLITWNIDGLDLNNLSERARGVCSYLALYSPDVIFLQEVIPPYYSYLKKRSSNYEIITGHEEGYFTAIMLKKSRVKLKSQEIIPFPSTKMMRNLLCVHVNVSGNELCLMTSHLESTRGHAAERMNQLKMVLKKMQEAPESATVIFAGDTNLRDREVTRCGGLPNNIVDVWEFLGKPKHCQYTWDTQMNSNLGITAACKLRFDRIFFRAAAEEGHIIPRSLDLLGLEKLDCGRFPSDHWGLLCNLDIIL
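Material: recombinant human TDP2; quantity: TDP2 enzyme at 120 nM final; medium: Tris-HCl pH 7.5 with MgCl2; compound: single concentration, 12.8 µM nominal, with 1% DMSO; incubation: 2 h enzyme incubation at 37 °C; signal: epi absorbance; measure: percent inhibition; benchmarks: high control without enzyme, low control DMSO plus TDP2; repeats: singlicate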
* = called active by the depositor; x = not tested or not shown. The list is partial; the hit share may differ from the screen's.

SMILES	SIAE primary	HTRA1 inh	NPR2 activator	rCAG binder	MBD2 inh	mABHD4 FP	TCR CD3 inh	PRMT1 FP inh	LEDGF integ inh	TDP2 absorb
O=C(N/N=C1\CCCc2c1[nH]c1ccc(Cl)cc21)c1ccncc1	2	-6	-4	4	0	-9	-6	-2	0	5
O=C(O)c1cccc(Nc2nc(N3CCOCC3)nc(N3CCOCC3)n2)c1	-1	2	1	-1	0	-1	-6	-2	1	11
C#CCOc1ccc2c3c(c(=O)oc2c1)CCCC3	-4	-7	-5	1	4	-7	0	-4	0	17
COc1ccc(-c2ccc(/C=C(\NC(=O)c3ccccc3)C(=O)N3CCOCC3)o2)cc1	17*	4	3	-4	5	9	-8	3	-4	3
Cc1oc2c(c(C)cc3oc(=O)c(CC(=O)N[C@@H](CC(C)C)C(=O)O)c(C)c32)c1C	7	-17	1	43*	-12	-11	1	-2	5	9
COc1ccc(NC(=O)C2CC(=O)N/C(=N/N=C/c3ccccc3)S2)cc1 (stereo not given)	-1	8	-4	3	3	1	-7	1	1	-4
O=C(c1ccc([N+](=O)[O-])s1)N1CCc2ccccc21	-13	-3	-4	2	1	-4	2	-4	4	-16
Cc1[nH]n(-c2ccccc2)c(=O)c1N=Nc1ccc(C#N)cc1	-5	-7	-4	1	1	2	-2	3	-4	1
Cc1cc(C(=O)CN2CC(C)OC(C)C2)c(C)n1-c1ccccc1 (stereo not given)	2	0	5	5	0	4	6	-2	4	11
CCOC(=O)CSC1=C(C#N)C(=O)NC(c2ccc(OC)c(OC)c2)S1 (stereo not given)	4	-1	-3	1	5	-2	-5	2	2	12
CC(=O)Nc1ccc(S(=O)(=O)N2CCN(C(=O)N3CCOCC3)CC2)cc1	-4	-1	3	-3	2	2	0	-2	-4	-6
CNc1cncc(-c2c(OC)cccc2OC)n1	-1	x	3	0	5	-7	-3	12	-2	-14
O=C(CSc1nc(-c2ccccc2)cc(=O)[nH]1)NCc1ccc2c(c1)OCO2	-4	2	-1	2	2	9	1	0	3	13
COCCN(C(C)=O)c1nnc(-c2cnccn2)s1	-4	1	-1	4	-3	0	5	-3	1	-12
COc1ccccc1Nc1nc(N)nc(CSc2nncn2C)n1	-1	1	-2	1	-1	-2	-11	-3	-1	-9
O=C(/C=C/c1ccco1)NC(=S)Nc1cc(-c2nc3ccccc3s2)ccc1Cl	-65	-56	-6	46*	3	-23	3	14	2	-4
CCCCN1CCNC[C@H]1Cc1ccc(O)cc1	-3	-8	-3	-1	-3	-1	5	-2	2	10
COc1ccc(-n2cnnc2SCC(=O)Nc2ccc(N3CCOCC3)cc2)cc1	6	0	-7	6	-3	3	4	-1	0	6
Cc1nc2ccccc2c(=O)n1/N=C/c1ccccc1OC(F)F	-4	-1	0	-3	1	-1	3	-3	1	4
NNc1nc2c(Cl)c(Cl)ccc2s1	7	-5	-2	12	5	19	-2	5	3	-1
COc1cccc(C(=O)NCC2CCCN2S(=O)(=O)c2ccccc2)c1 (stereo not given)	3	-9	-2	0	-2	-1	0	2	-2	14
CN(C)C(CNC(=O)C1CC(=O)N(c2cccc(C(F)(F)F)c2)C1)c1ccccc1 (stereo not given)	2	-2	-2	3	0	5	7	-1	0	2
COc1ccc2c(c1)[nH]c1c(=O)n(/N=C/c3ccc(OC)c(COc4ccccn4)c3)cnc12	-1	1	4	0	3	2	4	-1	2	1
COc1ccc(-c2nc3ncccc3n2O)cc1	11	1	0	4	-9	6	-8	1	-3	-6
S=C(Nc1ccccc1)Nc1nc2ccccc2n1CCOc1ccc(Br)cc1	-4	21	5	5	-1	16	-1	-6	3	3
CCN(CC)c1ccc(CNc2nnnn2C)cc1	1	2	-5	6	-1	5	2	0	-4	10
CN(C)/C=C/C(=O)c1ccc(C(F)(F)F)cc1F	-6	5	6	2	-1	0	-3	1	0	-2
Cc1nc2ccc(S(=O)(=O)NC(C(=O)Nc3nccs3)C(C)C)cc2s1 (stereo not given)	2	-2	2	-1	-1	2	1	6	3	2
CSC1=N/C(=C\c2ccc(Cl)cc2)C(=O)N1N(C)C	5	-5	-3	0	-8	-4	5	0	-4	6
C/C(Cc1ccccc1)=N\NC(=O)c1cccnc1	0	-1	3	-4	8	-10	-2	0	6	-1
O=C(O)c1cc(C(=O)O)cc(N2C(=O)CSC2=S)c1	0	0	-4	0	4	-7	-8	12	1	-5
NS(=O)(=O)c1ccc(CCNC(=O)CNC(=O)c2ccccc2Br)cc1	3	0	1	4	1	0	4	0	2	3
CCC1(CC(C)C)SC(N)=NC1=O (stereo not given)	3	8	4	1	4	3	-4	0	1	7
COC(=O)N(C)C[C@H]1OCc2cnnn2CCCC(=O)N([C@H](C)CO)C[C@@H]1C	4	x	1	4	-2	3	1	-4	-1	4
O=C(CSc1nc(-c2ccccc2)cc(=O)[nH]1)Nc1ccc(Br)cc1	1	9	3	9	0	-5	6	0	0	-11
CC(Sc1nnc(-c2cccnc2)n1C)C(=O)N1CCOCC1 (stereo not given)	-2	7	1	-6	4	-1	8	-4	3	9
Cn1c(SCC2CCCO2)nnc1-c1ccncc1 (stereo not given)	1	4	-6	5	-1	2	-3	-4	3	-9
CN(CC1CCCO1)S(=O)(=O)c1ccc(C(=O)N2CCN(c3ccccc3)CC2)cc1 (stereo not given)	-1	1	7	0	1	2	0	-2	1	1
COc1ccc(C2CC(c3cccs3)=NN2C(=O)CSc2nncn2C)cc1OC (stereo not given)	-4	0	1	-3	-2	4	-12	-1	-5	-4
CS(=O)(=O)N(CC(=O)NCCSc1ccccc1)c1ccc2c(c1)OCO2	-5	0	-5	-5	0	2	-1	0	1	5
CC(=O)c1cccc(NC(=S)N2CCN(CCN3C(=O)c4cccc5cccc(c45)C3=O)CC2)c1	3	6	3	1	1	-1	-1	1	-2	3
O=C(O)c1cccc2c1C(=O)c1cc(Br)ccc1S2(=O)=O	4	1	-1	-1	-2	3	5	-2	2	8
CN(Cc1nc2ccccc2n1C)S(C)(=O)=O	-2	7	0	-3	-1	0	3	-3	0	2
COc1cccc(C2NC(=O)NC(C)=C2C(=O)Nc2cc(OC)ccc2OC)c1 (stereo not given)	-5	3	-2	0	-1	6	4	-4	-2	7
O=c1c2ccccc2[nH]c(=S)n1CCC1=CCCCC1	-4	-3	4	5	3	-4	-8	1	-2	-4
CCOc1cc(/C=N/NC(=O)c2ccc(O)cc2)ccc1Oc1nc(Cl)ncc1F	-13	-29	-2	-1	1	-7	0	0	-2	7
O=C(NC1CCCC1)C(c1ccco1)N(C(=O)c1ccco1)c1ccccc1 (stereo not given)	10	-9	-4	-1	2	7	4	-2	2	4
O=C(CN1CCC(NC(=O)c2ccccc2)CC1)NCc1ccccc1F	0	6	4	-6	-3	2	9	-4	0	-4
CC(Oc1ccc(Cl)cc1)c1ccnc(N)n1 (stereo not given)	-4	-3	-1	5	-2	-4	-1	0	-2	-15
COc1ccc(S(=O)(=O)N2CCOCC2)cc1NC(=O)CN1C(=O)NC2(CCCC2)C1=O	-4	-2	1	3	1	-3	3	2	2	-6
CCN(CC)CCn1c(-c2ccc(C)cc2)nc(=S)c2c1CC(C)(C)OC2	7	2	2	-5	2	5	-1	-1	0	0
COC1=Nc2ccccc2N2CCN=C12	-3	x	-4	0	3	-22	-3	10	-1	-2
O=C1C=CC(=O)N1Cc1ccncc1	-2	-1	0	9	5	2	0	7	0	2
O=C(Nc1ccc([N+](=O)[O-])cc1)C(c1ccccc1)c1ccccc1	-7	-37	0	5	-5	-17	8	2	4	8
CCc1nnc(NC(=O)C2CCN(C(=O)c3ccccc3C)CC2)s1	-1	5	1	-7	-1	3	-2	-3	-2	7
O=C1N2CCCCC1(Sc1ccccc1)CCC2 (stereo not given)	4	x	1	2	-2	3	-9	-3	-1	4
O=C(Nc1ccc(S(=O)(=O)N2CCCC2)cc1)C1COc2ccccc2O1 (stereo not given)	-7	-2	-3	0	6	-5	-5	6	-5	-4
Cc1cccc(N(CC(N)=O)C2SC(=O)NC2=O)c1 (stereo not given)	4	-3	3	2	1	7	-6	5	4	5
CC(O)(c1cccc(F)c1)c1nc(-c2ccc(Cl)cc2)cs1 (stereo not given)	-11	x	-3	4	-1	-29	0	-3	-1	7
CCC[C@H]1COCCS(=O)(=O)N1Cc1ccccc1	7	1	-13	-5	-2	3	7	-1	-2	-12

Complete entries, looked up by structure.
`COc1ccc(S(=O)(=O)N2CCOCC2)cc1NC(=O)CN1C(=O)NC2(CCCC2)C1=O` reads SIAE primary: -4; HTRA1 inh: -2; NPR2 activator: 1; rCAG binder: 3; MBD2 inh: 1; mABHD4 FP: -3; TCR CD3 inh: 3; PRMT1 FP inh: 2; LEDGF integ inh: 2; TDP2 absorb: -6
`O=C(N/N=C1\CCCc2c1[nH]c1ccc(Cl)cc21)c1ccncc1` reads SIAE primary: 2; HTRA1 inh: -6; NPR2 activator: -4; rCAG binder: 4; MBD2 inh: 0; mABHD4 FP: -9; TCR CD3 inh: -6; PRMT1 FP inh: -2; LEDGF integ inh: 0; TDP2 absorb: 5
`CS(=O)(=O)N(CC(=O)NCCSc1ccccc1)c1ccc2c(c1)OCO2` reads SIAE primary: -5; HTRA1 inh: 0; NPR2 activator: -5; rCAG binder: -5; MBD2 inh: 0; mABHD4 FP: 2; TCR CD3 inh: -1; PRMT1 FP inh: 0; LEDGF integ inh: 1; TDP2 absorb: 5

(continued)
SMILES	SIAE primary	HTRA1 inh	NPR2 activator	rCAG binder	MBD2 inh	mABHD4 FP	TCR CD3 inh	PRMT1 FP inh	LEDGF integ inh	TDP2 absorb
CC[n+]1ccccc1/C=C/Nc1ccccc1	5	1	2	-1	-5	1	-8	5	0	3
CC(=O)NC(=O)NC1CSCC1OC(C)=O (stereo not given)	-2	1	6	-3	-1	-7	1	-2	4	0
Cc1cccc(OCCNc2nc3c(c(=O)n(C)c(=O)n3C)n2C)c1	0	6	-5	-1	-6	-1	-5	-1	3	1
CS(=O)(=O)N(CC(=O)O)c1cccc(Cl)c1	6	0	7	0	-3	-2	5	-2	1	4
Cc1ccc(NC(=O)COC(=O)C(CC(C)C)N2C(=O)C3CC=CCC3C2=O)c(C)c1 (stereo not given)	3	4	4	-2	2	-3	13	-1	1	7
CC(=O)c1c(C)nc(-c2ccc(OCC(=O)Nc3ccccc3)cc2)n1O	3	7	-1	1	-5	0	4	-1	1	-12
O=C(NCCO)c1cccc(-c2cnc3cccnn23)c1	-2	x	-4	1	-2	0	-3	-4	0	-2
CC(NC(=O)CCn1c(=S)[nH]c2ccsc2c1=O)c1ccccc1 (stereo not given)	19*	1	-2	-2	3	3	-5	2	-2	-4
Cc1ccc(C)c(OCCC(=O)OCC(=O)NC(=O)NC2CCCCC2)c1	8	7	-2	0	-1	-2	4	-2	5	-1
Cc1ccc(S(=O)(=O)N2C[C@@H]3[C@H]4CC[C@H](C4)[C@@H]3[C@@H](C)[C@@H]2c2ccco2)cc1	-4	-14	4	5	2	4	-1	-4	0	-8
CN(C(=O)CCCN1C(=O)c2cccc3cccc(c23)C1=O)c1ccccc1	-3	-6	-4	-4	-3	-1	-5	-1	0	-1
